Screening data (PubChem)
Vif-A3F inh: blocks the Vif interaction with APOBEC3F; Potency, µM (doses to about 46.1 µM), for inactives: top-dose activity, negative = active; HeLa A3F-eYFP + Vif (tagged APOBEC3F with the HIV-1 protein that degrades it), YFP fluorescence increase; actives 0.2% (n = 390,000); note: % of control where 0% means no effect; nearly all actives have a fitted effect of over 65% in size
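HeLa cells stably expressing A3F-eYFP plus Vif, plated and incubated overnight at 37 deg C, then exposed to compounds overnight at 37 deg C. Blocked degradation read as raised yellow fluorescence (Ex 488/Em 500-530).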
USP1 inh: inhibitors of human USP1/UAF1 deubiquitinase | O94782 | recombinant USP1/UAF1, Ub-Rhodamine cleavage fluorescence | Potency, µM (highest dose often 57.1 µM), without a hit: at the highest dose activity change, negative = inhibition, hits mostly inhibitors | actives 0.23% (n = 390,000) | AID 743255; note: % is set by controls: 0 for no effect and ±100 for the full control effect; nearly all actives have a fitted effect of over 60% in size; inactives centre near -12
Target sequence (O94782 whole entry, looked up): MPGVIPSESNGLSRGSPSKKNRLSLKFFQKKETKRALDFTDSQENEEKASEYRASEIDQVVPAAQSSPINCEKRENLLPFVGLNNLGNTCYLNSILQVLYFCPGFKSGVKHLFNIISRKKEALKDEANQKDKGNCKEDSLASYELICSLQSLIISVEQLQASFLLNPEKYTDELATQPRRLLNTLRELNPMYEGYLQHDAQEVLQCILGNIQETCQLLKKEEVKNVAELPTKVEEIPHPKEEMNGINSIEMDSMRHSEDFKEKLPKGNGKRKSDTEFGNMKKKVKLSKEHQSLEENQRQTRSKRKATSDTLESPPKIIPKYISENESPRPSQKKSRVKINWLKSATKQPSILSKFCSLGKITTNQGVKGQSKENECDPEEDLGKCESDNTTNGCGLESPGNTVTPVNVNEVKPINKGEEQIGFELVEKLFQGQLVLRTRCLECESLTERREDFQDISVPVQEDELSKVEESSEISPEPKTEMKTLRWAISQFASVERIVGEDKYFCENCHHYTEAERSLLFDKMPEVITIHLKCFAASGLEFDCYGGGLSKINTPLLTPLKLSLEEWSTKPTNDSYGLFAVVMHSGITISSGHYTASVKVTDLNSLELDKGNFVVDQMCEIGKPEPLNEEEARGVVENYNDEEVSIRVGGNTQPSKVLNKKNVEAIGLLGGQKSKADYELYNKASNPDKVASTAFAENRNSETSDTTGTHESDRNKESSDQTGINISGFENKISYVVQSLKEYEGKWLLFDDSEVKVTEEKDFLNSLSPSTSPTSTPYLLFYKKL
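Step one: compound is pinned into 1nM USP1/UAF1 in HEPES pH 7.8 buffer with TCEP. Step two: 15 min room-temperature incubation. Step three: Ub-Rho (150nM final) starts cleavage, tracked by fluorescence over six one-minute reads.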
IDH1 R132H inh: inhibitors of human mutant IDH1 R132H. AID 602179. actives 0.093% (n = 390,000). Potency, µM (titrated, usually from 76.6 µM), for inactives: at the top dose activity change, negative = inhibition, most hits filed as inhibitors. IDH1-R132H enzyme, NADPH consumption, diaphorase/resazurin fluorescence; note: % is set by controls: 0 for no effect and ±100 for the full control effect; nearly all actives have a fitted effect of over 65% in size
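IDH1-R132H (0.5 ug/mL) preincubated 30 min with compound, then NADPH (0.016 mM) and alpha-KG (2 mM) added; 80 min at RT, pH 7.5. Remaining NADPH coupled via diaphorase/resazurin to fluorescence (540/590 nm); concentration-response curves normalized to no-enzyme control.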
RXFP1 agonist: RXFP1 (human) receptor agonism. actives 0.3% (n = 370,000). HEK293T-RXFP1 cAMP TR-FRET, 30 min; response scale: percent of porcine relaxin response, buffer zero. Q9HBX9. AID 2676. Potency, µM (titrated, usually from 57.5 µM), for the others: at the highest dose activation, usual class: activators; note: % is set by controls: 0 for no effect and ±100 for the full control effect; nearly all actives have a fitted effect of over 60% in size; many of its hits are not listed in these tables
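HEK293T cells stably expressing RXFP1 were pretreated with the PDE4 inhibitor Ro 20174, exposed to compounds for 30 min at 37C, lysed, and cAMP was read by TR-FRET. Data normalized to buffer (basal) and 29 nM porcine relaxin (100%).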
RGS4 inh: blocks human RGS4-accelerated GTP hydrolysis | P49798 | Transcreener GDP fluorescence polarization, RGS4-accelerated GTP hydrolysis | Potency, µM (doses to about 114 µM), without a hit: at the highest dose activity change, negative = inhibition, hits mostly inhibitors | actives 0.039% (n = 390,000) | AID 504845; note: % is set by controls: 0 for no effect and ±100 for the full control effect; nearly all actives have a fitted effect of over 75% in size; some results filed as inactive show a strong effect at the top dose
Target sequence (P49798 whole entry, looked up): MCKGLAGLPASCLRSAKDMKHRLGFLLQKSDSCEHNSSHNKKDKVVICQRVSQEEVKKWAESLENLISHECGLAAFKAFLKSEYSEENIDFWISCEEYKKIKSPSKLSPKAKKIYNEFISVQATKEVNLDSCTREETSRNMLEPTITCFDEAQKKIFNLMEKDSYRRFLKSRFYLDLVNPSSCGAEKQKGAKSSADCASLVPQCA
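MLSMR compounds (23 nl, pin-transferred) preincubated 10 min at room temperature with a 500nM (2x) first reagent, then RGS4 at 900nM (2x) plus Transcreener GDP mix added; fluorescence polarization (620/688 nm) read before and after 90 min at 30 °C.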
12-LOX inh: blocks human arachidonate 12S-lipoxygenase | P18054 | actives 1.1% (n = 580,000) | Potency, µM (doses to about 108 µM), for inactives: at the top dose activity change, negative = inhibition, hits mostly inhibitors | purified 12hLO, xylenol orange hydroperoxide absorbance; note: % is set by controls: 0 for no effect and ±100 for the full control effect
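Purified human 12hLO (150 nM final) in 25 mM Hepes, 0.01% Triton X-100, pH 7.0 was preincubated 15 min at room temperature with compound. Then 40 uM arachidonic acid was added, 30 min. Hydroperoxide was read by Fe-XO absorbance ratio 573/405 nm.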
rTrxR1 inhibitor: blocks rat thioredoxin reductase 1; Potency, µM (titrated, usually from 114 µM), without a hit: at the top dose activity change, negative = inhibition, most hits filed as inhibitors; O89049; actives 1% (n = 390,000); recombinant rTrxR1, NADPH fluorescence consumption, selenite substrate; note: % is set by controls: 0 for no effect and ±100 for the full control effect; nearly all actives have a fitted effect of over 65% in size
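Rat TrxR1 (90 nM in the dispensed reagent) was pre-reduced with 400 uM NADPH for 5 min at room temperature, then incubated with compound for 15 min. After 400 uM selenite was added, NADPH fluorescence (Ex 340/Em 450 nm) was followed for 8 min.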
Vif-APOBEC3G blk: inhibitors of Vif-APOBEC3G interaction; Q9HC16; HeLa A3G-eYFP + Vif (tagged APOBEC3G with the HIV-1 protein that degrades it), YFP fluorescence, overnight; Potency, µM (top dose mostly 46.1 µM), for the others: at the top dose activity, negative = active, hits mostly inhibitors; actives 0.076% (n = 410,000);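 note: % is set by controls: 0 for no effect and ±100 for the full control effect; nearly all actives have a fitted effect of over 60% in size; hits raise eYFP signal because A3G escapes Vif-driven loss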
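HeLa cells stably expressing Vif and C-terminally eYFP-tagged A3G, seeded overnight at 37 deg C, then exposed to compound by pintool overnight at 37 deg C. Rise in yellow fluorescence (Ex 488/Em 500-530, Acumen) marks blocked Vif-driven A3G degradation.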
TrxR1 substrate: rat thioredoxin reductase 1 substrate activity. actives 0.01% (n = 390,000). Potency, µM (highest dose often 114 µM), without a hit: at the highest dose activity change, negative = substrate turnover. O89049. purified TrxR1 substrate turnover, NADPH consumption readout; note: % is set by controls: 0 for no effect and ±100 for the full control effect; nearly all actives have a fitted effect of over 50% in size
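Rat TrxR1, dispensed at 90 nM, was prereduced with 400 uM NADPH (final) for 5 min at ~22 deg C, then incubated with compound 15 min before 400 uM selenite. A first-read NADPH fluorescence drop versus no-compound background flagged substrates.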
Starred values were filed as active, the others as inactive; ? = inconclusive; / = no result given; & = joins results of further samples; [ ] = another dose, or the depositor's remark. Calls come from the whole dose curve; as a rule, active = well fitted curve in the direction sought with a large enough effect; inconclusive = small, poorly fitted or top-dose-only effect, or another doubt; inactive = no such curve, though single readings can be large; an effect the other way counts as inactive or inconclusive. Potency is the fitted concentration of half-maximal effect.

Values in the order – Vif-A3F inh, USP1 inh, IDH1 R132H inh, RXFP1 agonist, RGS4 inh, 12-LOX inh, rTrxR1 inhibitor, Vif-APOBEC3G blk, TrxR1 substrate
1. O=C(c1ccccc1)c1ccc(Oc2ccc(C(=O)O)c(C(=O)O)c2)cc1
    0.9%, -4.7%, -10.0%, -0.4%, -7.7%, ?, 13.0%, 2.5%, -8.2%
2. N/C(=N\OC(=O)Cc1ccc(Cl)cc1)c1cccnc1
    -0.2%, -10.8%, 2.0%, 2.0%, 3.6%, 12.9%, 11.6%, -0.7%, 7.3%
3. Cc1noc(C)c1C(=O)N(CC(=O)NC1CCCC1)Cc1ccccc1F
    -2.9%, -6.4%, -1.6%, 0.4%, 11.8%, 17.4%, 21.7%, 0.4%, 8.3%
4. Cc1ccc(CNC(=O)C2CCC(=O)N(Cc3cccc(F)c3)C2)s1 (stereo not given)
    0.0%, -19.4%, 6.6%, /, /, ?, /, -1.1%, /
5. Nc1ccc(C(=O)Nc2nccs2)cc1
    -5.2%, -9.9%, 0.7%, -4.8%, 11.4%, 3.6%, -2.1%[57.1 µM], 1.7%, -6.9%[57.1 µM]
6. O=C(CSc1nc(-c2ccccc2)cs1)NCCCN1CCCC1=O
    0.6%, -13.7%, 0.0%, /, -2.7%, -35.7%, -13.3%, 4.7%, -0.8%
7. COc1ccc(NC(=O)CSc2nc3ccccc3nc2N2CCOCC2)c(OC)c1
    -0.3%&-2.0%, -25.3%&-28.1%, -3.0%&-16.1%, -0.5%&1.5%, 15.3%&-11.0%, -2.6%&-24.3%, 21.4%[57.1 µM], 1.7%&-6.0%, 9.6%[57.1 µM]
8. CC1C(=O)N(Cc2cn(Cc3ccco3)nn2)CCS(=O)(=O)N1Cc1ccc(-c2ccccc2)cc1 (stereo not given)
    -2.1%, -17.8%, -1.5%, /, /, ?, /, -2.4%, /
9. Cc1nn(-c2ccccc2)c(Cl)c1/C=C1\SC(=S)N(CCCCCC(=O)O)C1=O
    10.5%, ?, -21.0%, -2.2%, -42.9%, -23.9%, -3.4%, -6.9%, 3.1%
10. COc1ccc(OC)c(C2/C(=C(\O)c3ccc4c(c3)OCCO4)C(=O)C(=O)N2CC2CCCO2)c1 (stereo not given)
    4.9%, -24.8%, 4.5%, 3.5%, -6.5%, ?, -21.0%, -4.5%, -18.3%
11. S=c1nc2ccccc2c2nc(-c3ccccc3Cl)[nH]n12
    -8.4%, -14.2%, -0.7%, -0.3%, -23.6%, 0.0%, 12.3%[57.1 µM], -9.0%, 7.2%[57.1 µM]
12. COc1ccccc1N1CCN(Cc2ccc(OC)c(OC)c2OC)CC1
    -5.2%, -19.1%, -3.4%, -2.2%, 14.3%, -18.6%, -5.9%, -3.9%, -3.5%
13. CC(=O)N1CCN(c2ccc(NC(=O)C(C)Oc3ccc(Cl)cc3Cl)cc2)CC1 (stereo not given)
    -2.0%, -2.1%, -2.5%, 3.5%, -0.4%, 0.0%, 12.0%, 4.3%, 8.8%[57.1 µM]
14. CC(C)CC1C2C(=O)N(c3ccccc3)C(=O)C2ON1c1ccccc1 (stereo not given)
    -4.1%, -13.9%, 16.2%, -0.4%, -31.1%, -9.8%, 17.5%, -1.4%, 2.2%
15. C/C(=N\NC(=O)c1ccc(NS(=O)(=O)c2cccs2)cc1)c1ccc2c(c1)OCO2
    -24.2%, -8.9%, 4.6%, -1.7%, -18.6%, -0.3%, 11.3%[57.1 µM], -9.8%, -1.3%[57.1 µM]
16. O=C(O)c1cccc(CSc2ncccn2)c1
    -2.6%, -9.6%, -6.0%, 3.0%, 2.5%, 2.9%, -1.7%, 1.8%, 5.4%[57.1 µM]
17. NS(=O)(=O)Nc1c(Br)cc(Br)c2cccnc12
    /, /, /, /, ?, /, 28.2µM*, -4.2%, 8.6%[0.457 µM]
18. COCC1CCN(C(=O)c2ccc3oc(Cc4ccccc4)nc3c2)C1 (stereo not given)
    2.2%, -18.0%, 7.2%, -0.5%, 1.0%, 0.0%, -2.7%, -0.2%, -3.5%
19. CN(C)C(=O)NC1C=CS(=O)(=O)C1 (stereo not given)
    -5.3%, -3.6%, 0.1%, 0.4%, 6.6%, -2.8%, -8.0%, 0.9%, -8.8%
20. CCN(CC)C(=O)Cn1cc(S(=O)(=O)CC(=O)N2CC(C)OC(C)C2)c2ccccc21 (stereo not given)
    -16.0%, -8.8%, -0.9%, /, 10.9%, 165.2%[activator], -11.4%, -0.3%, -8.6%
21. COc1cccc(C2Nc3ccccc3-c3nnc(SCc4ccccc4)nc3O2)c1OC (stereo not given)
    1.5%, ?, 6.5%, 5.7%, -19.9%, ?, 1.5%, -2.1%, 2.1%
22. COc1ccc(NC(=O)C[C@H]2C(=O)N(c3ccccc3)C[C@@H]2CSC)cc1
    10.8%, -11.9%, 4.5%, /, /, 4.1%, /, 0.7%, /
23. CC(C)C(=O)Nc1nnc(S(=O)(=O)N2CCCCCC2)s1
    1.6%&0.2%, -19.3%&-11.7%, -4.7%&-12.7%, -1.0%&5.5%, -7.6%&-7.3%, 2.9%&-6.2%, 11.1%&16.0%, 1.9%&1.8%, -0.3%&-5.9%
24. CCCCNc1ncnc2c1cnn2-c1ccc(C)cc1C
    1.2%, -22.9%, 20.1%, 0.8%, -5.1%, 12.9%, 14.5%, -8.5%, 3.5%
25. COc1ccc(C(CNC(=O)c2oc3ccccc3c2C)N2CCCCC2)cc1 (stereo not given)
    1.9%, -19.4%, 0.0%, 4.9%, 13.5%, -9.8%, 26.8%, -1.3%, 3.9%
26. O=C1c2ccccc2S(=O)(=O)N1CC1CC(c2ccccc2)=NO1 (stereo not given)
    -11.7%, -2.9%, -4.1%, 2.9%, 29.9%, 19.8%, 11.4%, -1.2%, 1.4%
27. Cc1cccc(C)c1OCC(O)CNC(C)c1ccccc1 (stereo not given)
    -2.0%, -7.3%, 17.3%, -1.2%, -0.6%, 0.1%, 14.5%[57.1 µM], -6.6%, 8.2%[57.1 µM]
28. O=C(Cc1ccccc1)N[C@@H]1c2ccccc2CC[C@@H]1OCc1ccccc1
    0.8%, -16.5%, -10.3%, /, -0.9%, -5.4%, 18.1%, 0.1%, 4.2%
29. Cc1cc(C)cc(NC(=O)CSc2cc(C)[nH]c(=O)n2)c1
    -1.3%, -7.0%, 28.2%, -1.0%, 20.6%, -2.6%, 19.7%[57.1 µM], 3.0%, 0.1%[57.1 µM]
30. C=CC(O)(C#CCN(CC)CC)c1ccccc1 (stereo not given)
    0.2%, -4.2%, 4.5%, 0.7%, 30.4%, 0.0%, -25.5%, -3.2%, -4.0%

Next compounds follow.
Values in the order – Vif-A3F inh, USP1 inh, IDH1 R132H inh, RXFP1 agonist, RGS4 inh, 12-LOX inh, rTrxR1 inhibitor, Vif-APOBEC3G blk, TrxR1 substrate
31. COc1ccc(/C=C2/CCOC2=O)cc1
    -3.1%, -19.7%, 1.9%, 0.0%, -5.3%, 0.0%, -2.7%, -2.6%, -2.8%
32. COc1cccc(CNC(=O)CCc2c(C)c3cc4c(C)c(C)oc4cc3oc2=O)c1
    -4.5%, 4.5%, 9.5%, 5.7%, 24.3%, -23.1%, -4.6%, 10.3%, 1.0%
33. O=C(CSc1nnc2nnc3ccccc3n12)N1CCOCC1
    -0.6%, -20.0%, 0.0%, 23.7%, 2.6%, -23.6%, 17.3%, -12.8%, 1.2%
34. Cc1ccc(C2(c3noc(CN(C)CC4COCCO4)n3)CCCC2)cc1 (stereo not given)
    15.6%, -6.5%, 1.2%, -0.6%, -22.6%, 9.5%, -0.1%, 3.0%, 5.3%
35. CCOc1ccc(NC(=O)CN2CCC(n3cnc4cc(F)ccc43)CC2)cc1
    ?, -23.2%, 2.1%, 0.8%, -8.3%, -0.1%, 9.7%, 3.2%, 3.2%
36. COc1ccc(C2=NOC(C(=O)Nc3ccc(C)cc3)C2)cc1OC (stereo not given)
    -9.8%, -17.1%, 5.5%, 1.5%, -20.3%, -23.2%, -7.7%, 2.3%, -3.2%

Compound profiles, from the list above. Screens in order: Vif-A3F inh, USP1 inh, IDH1 R132H inh, RXFP1 agonist, RGS4 inh, 12-LOX inh, rTrxR1 inhibitor, Vif-APOBEC3G blk, TrxR1 substrate
O=C(c1ccccc1)c1ccc(Oc2ccc(C(=O)O)c(C(=O)O)c2)cc1 in the list: 0.9%, -4.7%, -10.0%, -0.4%, -7.7%, ?, 13.0%, 2.5%, -8.2%
S=c1nc2ccccc2c2nc(-c3ccccc3Cl)[nH]n12 in the list: -8.4%, -14.2%, -0.7%, -0.3%, -23.6%, 0.0%, 12.3%[57.1 µM], -9.0%, 7.2%[57.1 µM]
O=C(O)c1cccc(CSc2ncccn2)c1 in the list: -2.6%, -9.6%, -6.0%, 3.0%, 2.5%, 2.9%, -1.7%, 1.8%, 5.4%[57.1 µM]
COc1ccccc1N1CCN(Cc2ccc(OC)c(OC)c2OC)CC1 in the list: -5.2%, -19.1%, -3.4%, -2.2%, 14.3%, -18.6%, -5.9%, -3.9%, -3.5%
NS(=O)(=O)Nc1c(Br)cc(Br)c2cccnc12 in the list: /, /, /, /, ?, /, 28.2µM*, -4.2%, 8.6%[0.457 µM]

A portion of the library; count on the stated rates, not on these rows.
